KLK7 zymogen act: activators of human kallikrein-7 zymogen | P49862 | purified proKLK7, EDANS-DABCYL substrate fluorescence; 100% is mature enzyme control, 0% vehicle | activation, % at 7 µM | 0.9% of 370,000 active;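 active = activation above the mean of all tested compounds plus 3 SD, computed per campaign excluding outliers beyond control limits, cut at about 13% in these data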
ASAP1 GAP inh: inhibitors of human ASAP1 ArfGAP activity; 0.19% of 360,000 active; AID 624377; Q9ULH1; ASAP1-stimulated ARF1 GTP hydrolysis, GDP FP detection; inhibition, % at 16.5 µM; in the data active = inhibition above about 25%;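 note: 0% = vehicle with enzyme and substrate and 100% = no enzyme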
LEDGF integ inh: blocks HIV-1 LEDGF/p75-dependent DNA integration; TR-FRET IN-LEDGF/p75 DNA integration, Eu/Cy5; inhibition, % at 3.7 µM; 0.64% of 370,000 active; AID 743269;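 active = inhibition above the screen-wide mean plus 3 SD, cut at about 13% in these data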;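 note: signal is the Cy5 over europium emission ratio at 671 and 618 nm; 0% = plate median of compound wells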
PLCg1 inh: blocks human PLC-gamma1 enzyme activity | purified PLC-gamma1, fluorogenic substrate, fluorescence | inhibition, % at 12.2 µM | P19174 | AID 720700 | 0.84% of 370,000 active; in the data active = inhibition above about 9.5%
Target sequence (P19174 whole entry, looked up): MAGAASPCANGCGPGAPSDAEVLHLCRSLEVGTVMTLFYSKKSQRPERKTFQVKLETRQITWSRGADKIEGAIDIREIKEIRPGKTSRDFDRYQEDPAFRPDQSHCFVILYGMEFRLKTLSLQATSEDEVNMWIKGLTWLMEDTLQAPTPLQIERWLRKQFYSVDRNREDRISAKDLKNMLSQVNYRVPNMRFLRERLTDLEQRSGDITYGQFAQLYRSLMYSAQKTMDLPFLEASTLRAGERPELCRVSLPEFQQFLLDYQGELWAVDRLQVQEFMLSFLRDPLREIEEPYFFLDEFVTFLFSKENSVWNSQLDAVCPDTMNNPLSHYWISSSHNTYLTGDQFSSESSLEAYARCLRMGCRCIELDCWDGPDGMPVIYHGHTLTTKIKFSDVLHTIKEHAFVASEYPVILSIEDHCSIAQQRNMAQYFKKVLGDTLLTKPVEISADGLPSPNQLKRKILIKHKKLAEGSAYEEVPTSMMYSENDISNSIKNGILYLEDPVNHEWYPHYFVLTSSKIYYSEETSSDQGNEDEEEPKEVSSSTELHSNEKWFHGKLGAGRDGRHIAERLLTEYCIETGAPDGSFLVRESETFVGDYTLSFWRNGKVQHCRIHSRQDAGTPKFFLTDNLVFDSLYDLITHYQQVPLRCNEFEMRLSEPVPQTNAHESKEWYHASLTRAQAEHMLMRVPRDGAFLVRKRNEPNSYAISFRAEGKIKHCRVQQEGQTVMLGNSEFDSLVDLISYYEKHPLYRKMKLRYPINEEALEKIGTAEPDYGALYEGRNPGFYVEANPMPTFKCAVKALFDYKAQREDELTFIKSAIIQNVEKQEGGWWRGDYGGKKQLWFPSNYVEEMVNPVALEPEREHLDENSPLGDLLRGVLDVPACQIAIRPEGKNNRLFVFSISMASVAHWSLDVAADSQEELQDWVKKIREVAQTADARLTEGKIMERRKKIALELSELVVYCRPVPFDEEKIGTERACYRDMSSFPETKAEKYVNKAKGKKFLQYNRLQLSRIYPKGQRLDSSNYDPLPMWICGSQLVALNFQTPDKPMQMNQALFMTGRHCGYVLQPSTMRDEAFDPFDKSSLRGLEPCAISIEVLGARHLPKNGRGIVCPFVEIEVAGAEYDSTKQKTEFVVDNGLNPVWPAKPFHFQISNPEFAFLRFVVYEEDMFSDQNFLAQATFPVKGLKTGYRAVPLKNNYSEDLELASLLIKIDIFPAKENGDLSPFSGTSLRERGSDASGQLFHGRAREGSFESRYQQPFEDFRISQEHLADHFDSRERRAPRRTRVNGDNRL
DDE Tn7 FP inh: DD(E)-Tn7 binding inhibition, primary FP screen. FP displacement of FITC-Tn7 peptide from fibrin DD(E); 0% = median of compound wells per plate. 0.13% of 370,000 active. AID 720508. inhibition, % at 8.3 µM;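 active = inhibition above the mean of compounds falling within the control limits plus 3 SD of them, cut at about 14% in these data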;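 note: 0% = plate median of compound wells and 100% = 10 µM Aha-Tn7 peptide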
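Test system: human clot-derived fibrin DD(E) complex / Quantity: 2 µM final DD(E) protein / Incubation: 10 min plus 3 h, room temperature / Measured by: fluorescence polarization / Benchmarks: high control of 10 µM Aha-Tn7 peptide / Replicates: singlicate testing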
TDP2 inh: TDP2 (human) inhibition, absorbance primary screen; O95551; recombinant TDP2, T5PNP hydrolysis, p-nitrophenol absorbance 415 nm; inhibition, % at 12.8 µM; 0.34% of 370,000 active; AID 720702;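 active = inhibition above the mean of all tested compounds plus 3 SD, set per campaign, cut at about 25% in these data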;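 note: 0% = DMSO with enzyme and 100% = buffer with substrate but no TDP2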
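Test system: Human TDP2 enzyme | Reagent: 5 mM T5PNP | Compound dosing: 12.8 µM single point, 1% DMSO | Incubation: Enzyme reaction with compound for 2 h at 37 °C | Technique: p-Nitrophenol epi absorbance | Read-out: % inhibition relative to enzyme-containing and enzyme-free wells | Benchmarks: High control without enzyme, low control DMSO plus TDP2 | Replicates: Singlicate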
ADAM10 inh: ADAM10 inhibition, QFRET primary screen. O14672. recombinant ADAM10, EDANS/DABCYL FRET peptide cleavage, 3 h. inhibition, % at 7 µM. 0.62% of 370,000 active;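 active = inhibition above a per-campaign cutoff equal to the mean of compounds falling between control-based bounds plus 3 SD, cut at about 20% in these data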;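 note: 0% = DMSO wells while the 100% control is not disclosed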
ARFGAP1 inhibitor: rat ARFGAP1 inhibition; Arfgap1-stimulated ARF1 GTP hydrolysis, GDP FP detection; inhibition, % at 16.5 µM; 0.26% of 360,000 active; AID 651572;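 active = inhibition above a per-plate limit, mean inhibition of low control wells plus 3 SD, cut at about 25% in these data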;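 note: 0% = DMSO wells with enzyme and 100% = wells lacking Arfgap1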
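System: truncated rat Arfgap1 GAP domain / Benchmarks: high control wells lacking Arfgap1, low control full reaction with DMSO / Times: compound-enzyme preincubation 20 min, reaction 120 min, detection 60 min, 25 °C / Repeats: one replicate per compound / Also added: human ARF1(Δ1-17)-GTP substrate / Measured by: Tracer-displacement fluorescence polarization with EDTA stop, 620/688 nm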
DDE Tn6 FP inh: DD(E)-Tn6 binding inhibition, primary FP screen | AID 720509 | P02675 | Fibrin DD(E) TRITC-Tn6 fluorescence polarization displacement | inhibition, % at 8.3 µM | 0.21% of 370,000 active;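 active = inhibition above a per-campaign cutoff: mean of compounds within control limits plus 3 SD, cut at about 15% in these data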;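 note: 0% = median of all compound wells on the plate and 100% = blocking peptide control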
ADAM17 inh: inhibits human ADAM17. recombinant ADAM17, EDANS/DABCYL FRET peptide cleavage. inhibition, % at 6.95 µM. 0.83% of 370,000 active;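 active = inhibition above the mean of compounds lying between control limits plus 3 SD, set per campaign, cut at about 8.5% in these data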;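 note: 0% = DMSO-only wells as the low control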
Starred values were filed as active, the others as inactive; i = inactive.

SMILES	KLK7 zymogen act	ASAP1 GAP inh	LEDGF integ inh	PLCg1 inh	DDE Tn7 FP inh	TDP2 inh	ADAM10 inh	ARFGAP1 inhibitor	DDE Tn6 FP inh	ADAM17 inh
CCCCOCC1CN(CCCC)S(=O)(=O)c2c(F)cccc2O1 (configuration not stated)	-0.3	-17	-1	2	2	1	-3	-1	2	-3
CC(C)(C)NS(=O)(=O)c1ccc(NS(=O)(=O)c2ccc(F)cc2)cc1	0.8	4	1	0	5	-13	-2	-18	1	1
C[C@H]1CN([C@@H](C)CO)S(=O)(=O)c2ccc(Br)cc2O[C@H]1CN(C)C(=O)c1ccccc1F	-0.1	4	-7	-1	7	2	-9	-4	-2	-3
O=c1ccc(-c2ccc(S(=O)(=O)N3CCN(c4ccccc4)CC3)o2)n[nH]1	-0.2	-3	1	3	-10	1	4	-2	-2	2
O=C(N/N=C/c1ccccn1)c1cc(-c2ccc(Br)cc2)nc2ccccc12	0.5	1	1	1	-1	1	5	-7	-9	-1
CCCNC(=O)CCn1cc(-c2ccc(OC)cc2)nc1CCN	-0.2	10	3	1	3	-1	-3	6	0	-6
CCOC1=C2CN(S(=O)(=O)c3ccc(C)cc3)[C@H](c3ccccc3)C[C@@H]2N(S(C)(=O)=O)[C@H](c2ccccc2)C1	-0.2	-5	1	1	5	8	0	-4	8	0
Oc1ccc(Nc2nc(-c3ccc4ccccc4c3)cs2)cc1	-0.3	6	-3	-10	-3	7	1	19	-7	-2
Cc1nc([N+](=O)[O-])c(C(=O)OCc2ccccc2Br)n1C	0.7	6	0	1	6	13	2	1	3	-1
Cc1cccc(OCC(=O)NC(=S)Nc2ccccc2N2CCOCC2)c1	0.2	-4	1	1	-2	8	10	-5	0	5
CCOCCCNC(=S)N1CCC(C(=O)c2ccc(C)cc2)CC1	-0.3	15	0	0	14*	3	5	-12	2	-5
O=C(Nc1nonc1-c1ccc(Cl)cc1)c1ccccc1	0.3	-9	-8	1	0	-19	-12	3	-1	-1
COC(=O)c1cc2occc2n1Cc1nc(-c2ccccc2Cl)oc1C	0.1	-10	1	-4	-1	3	-13	6	-1	-2
Cc1cc(=O)[nH]c(SCC(=O)Nc2ccc(Br)cc2)n1	0.0	-5	-2	1	6	-6	-1	7	4	-2
Cc1cccc(N2CCN(C(=O)c3cccc(S(=O)(=O)N4CCc5ccccc5C4)c3)CC2C)c1 (configuration not stated)	0.7	1	-1	1	-3	4	-6	2	-3	0
CC(=O)c1cnc(-c2ccccc2Cl)s1	-0.1	3	2	-2	0	-7	3	4	-3	-1
Cc1cccc(C)c1NC(=O)CSc1ccc([N+](=O)[O-])cn1	0.4	-5	-1	-2	4	-10	3	2	1	3
O=C(COC(=O)c1cccc(Br)c1)Nc1cccc2c1C(=O)c1ccccc1C2=O	-0.5	16	2	-2	-6	-5	-3	19	-5	2
Cc1ccc(S(=O)(=O)NN=C(c2ccccc2)c2cccs2)cc1	-5.0	8	7	-1	4	-15	-56	-3	0	-14
COc1cc(NC(=S)NN2CCOCC2)cc(OC)c1	-0.7	-7	1	4	-2	3	6	-11	-3	0
CC(C)Cc1nnc(NC(=O)C2CCN(C(=O)c3ccc(F)cc3)CC2)s1	0.6	14	3	-1	1	-2	-8	-1	6	0
N#Cc1ccc(OCC(=O)OCC(=O)NC2CC2)cc1	0.3	-11	5	-3	-2	1	-3	-8	-9	-6
C/C(=N\Nc1cc(N2CCOCC2)ncn1)c1cccc([N+](=O)[O-])c1	0.3	23	1	2	0	2	-6	0	1	0
CC(=O)NC(CC(=O)Nc1ccc2c(c1)OCCO2)c1ccccc1 (configuration not stated)	-0.3	0	-2	-1	2	-4	6	3	3	-2
CCOP(=O)(OCC)C(C#N)=C1SCN(c2ccc(Cl)cc2)CS1	-0.4	-8	1	5	-2	7	3	-2	-5	2
O=c1[nH]c(SCc2ccc(OC(F)(F)F)cc2)nc2c1CCC2	-0.1	-5	-2	-1	4	5	-8	5	4	-6
O=C(CNC(=O)c1ccco1)NCC(=O)OCc1ccccc1Cl	0.2	-5	0	1	2	12	1	-3	-3	0
NS(=O)(=O)c1ccc(NC(=O)CSc2nnc(-c3cnccn3)n2-c2ccccc2)cc1	0.2	-12	-2	-2	5	9	-8	0	-6	-6
CC(C)Cc1nnc(NC(=O)CN2C(=O)NC3(CCCC3)C2=O)s1	0.5	15	4	1	0	-1	0	-1	-4	-1
COc1cc(C(=O)NCCC2=CCCCC2)cc(OC)c1OC	0.1	-17	2	4	8	13	0	1	11	0
CC1CCN(Cc2cc(=O)oc3cc(O)c(Cl)cc23)CC1	48*	13	0	i	0	9	i	12	2	i
O=C(Nc1ccc(F)cc1)C1CCN(S(=O)(=O)c2cccs2)CC1	-0.6	8	-5	0	0	3	-4	6	-4	-3
O=C(N/N=C/c1ccsc1)C1CC1	-0.6	-8	-3	1	-6	-7	-7	1	-9	1
Cc1cc(C)c2c(N)c(C(=O)NN)sc2n1	-1.2	-4	1	-74	-2	14	-29	1	3	-14
CCOC(=O)c1[nH]c2ccc(OC)cc2c1NS(=O)(=O)c1ccc(OC)cc1OC	1.6	14	0	-51	-3	6	-57	11	3	-17
NS(=O)(=O)c1ccc(CCNC(=O)C2CCN(S(=O)(=O)c3ccc(Br)s3)CC2)cc1	-0.4	-3	-2	2	-1	-2	-5	-4	3	1
CC12CCC(=O)C=C1CCC1C2CCC2(C)C1CC1C3C(=O)N(Cc4ccccc4)C(=O)C3CC(=O)C12 (configuration not stated)	0.9	10	3	0	0	-3	7	-2	-4	-1
Cc1ccc(S(=O)(=O)N/N=C2/CCCCC2C2CCCCC2)cc1[N+](=O)[O-] (configuration not stated)	-0.5	-2	2	3	-6	5	-3	-4	-6	5
Cc1nc2nc(COc3ccccc3)[nH]n2c(=O)c1Cl	-0.1	8	2	3	-2	3	-6	-4	-3	-4
CCn1c(SCC(=O)NCC2CCCO2)nnc1-c1ccccc1 (configuration not stated)	-0.1	5	3	4	0	1	-12	0	7	-6
COc1ccc(S(=O)(=O)c2c(O)c3ccc(C(=O)Nc4ccccc4Cl)cc3[nH]c2=O)cc1	0.0	-7	-1	-5	-4	5	4	9	2	-3
O=C1c2ccccc2-c2onc3c(N4CCN(CCO)CC4)cc(N4CCN(C(=O)c5ccco5)CC4)c1c23	-0.1	16	-10	-5	-2	2	-2	15	11	1
COc1cccc(C(=O)N2CCC(C(=O)NCc3ccc(C)cc3)CC2)c1	0.7	2	2	0	2	7	-2	3	7	1
CCN(C(=S)NCc1ccccc1)c1ccccc1	0.5	-12	-3	0	-3	-9	-6	-4	7	0
COc1cccc2c1OC1(N3CCOCC3)CCCCC1C2C[N+](=O)[O-] (configuration not stated)	0.3	-10	1	-1	1	4	1	1	1	-1
CC(=O)Nc1ccc(S(=O)(=O)N2CCN(c3ccc(C)c(Cl)c3)CC2)cc1	0.1	6	-2	-2	-4	0	0	13	-8	1
COC(=O)c1ccc(CNC(=O)c2ccc3oc(C(C)C)nc3c2)cc1	0.3	-9	0	-3	3	-6	4	0	1	-2
COc1ccc(/C=N/N=C2/NC(=O)C(c3ccccc3)S2)c(OC)c1 (configuration not stated)	1.1	14	0	-2	-1	-8	0	-2	3	-8
O=C(CSc1nc2ccc(Cl)cc2[nH]1)NCc1ccco1	-0.4	5	2	-2	0	12	-3	-11	-3	0
O=c1cc(N2CCN(Cc3ccccc3)CC2)[nH]c(=O)n1-c1ccc(Br)cc1	0.3	1	2	-6	5	2	-45	2	4	-13
COc1ccc(N2CCN(Cc3nnc(-c4ccccc4)o3)CC2)cc1	0.5	4	1	3	0	8	9	3	-1	0
CCn1c(=O)oc2cc(NC(=O)CCl)ccc21	0.3	0	0	3	-5	-1	7	7	2	1
O=C(CSc1nncn1-c1ccccc1)N1CCCC1	-0.1	14	1	-2	-6	3	0	20	0	0
c1ccc(-n2nc3c(ccc4cnnc43)[nH]2)cc1	8.2	-6	-1	-424	1	-5	i	5	-1	-191
CCOC(=O)c1cc(-c2ccccc2)nn1Cc1cc(CC)no1	0.4	6	0	6	-11	-3	10	9	-4	5
CC(C)N(C)S(=O)(=O)c1ccc(Cl)c(C(=O)O)c1	-0.7	-1	-1	1	4	3	-5	-1	-6	-6
NC(=O)C1CCN(C(=O)c2ccc(NS(=O)(=O)c3ccc(F)cc3)cc2)CC1	-1.2	4	0	-1	1	4	-8	-2	-7	-4
C=C(C)COC(=O)c1ccccc1C(=O)OCC1(C)CO1 (configuration not stated)	0.2	-14	-4	5	4	2	-3	-8	0	-3
O=C(CCN1C(=O)c2ccc(Br)cc2C1=O)NC1CCCCC1	-0.8	2	1	-2	-7	-3	-7	0	2	-1
Cc1cc(=O)[nH]c(SCC(=O)Nc2ccc(N3CCCCC3)cc2)n1	-0.2	-8	8	-3	-5	3	1	-3	-1	-1

Not a retest: 3 of the compounds above.
SMILES	KLK7 zymogen act	ASAP1 GAP inh	LEDGF integ inh	PLCg1 inh	DDE Tn7 FP inh	TDP2 inh	ADAM10 inh	ARFGAP1 inhibitor	DDE Tn6 FP inh	ADAM17 inh
CC(=O)Nc1ccc(S(=O)(=O)N2CCN(c3ccc(C)c(Cl)c3)CC2)cc1	0.1	6	-2	-2	-4	0	0	13	-8	1
COC(=O)c1ccc(CNC(=O)c2ccc3oc(C(C)C)nc3c2)cc1	0.3	-9	0	-3	3	-6	4	0	1	-2
COc1ccc(/C=N/N=C2/NC(=O)C(c3ccccc3)S2)c(OC)c1 (configuration not stated)	1.1	14	0	-2	-1	-8	0	-2	3	-8

Later entries:
SMILES	KLK7 zymogen act	ASAP1 GAP inh	LEDGF integ inh	PLCg1 inh	DDE Tn7 FP inh	TDP2 inh	ADAM10 inh	ARFGAP1 inhibitor	DDE Tn6 FP inh	ADAM17 inh
COc1ccc(CNC(=O)C2CC(=O)N(C3CCCC3)C2)cc1 (configuration not stated)	0.0	6	0	7	-1	7	-6	-2	-1	-5
Cc1cccc(NC(=O)c2cc3ccccc3nc2C)c1	0.5	-3	1	-4	-7	5	0	7	-1	-3
COc1cccc(C(C)(O)c2nc(-c3cccc4cccnc34)cs2)c1 (configuration not stated)	-0.6	5	-2	-10	-3	0	-29	-1	1	-7
COc1ccc(NC(=O)c2cc(C)nc3ccccc23)cc1S(=O)(=O)Nc1ccccc1Cl	-0.1	-6	-2	1	4	-5	15	-14	-10	3
CCCCN(CC)CCNC(=O)c1cn(C)c(=O)c2c1c1ccccc1n2C	-2.4	3	3	-23	3	-7	-131	-14	1	-49
